# OPRM1-OPRD1 ag = OPRM1-OPRD1 heterodimerization agonism; P35372+P41143; cells, luminescence; activation, % at 9.3 µM; 340,000 compounds, 0.3% hits; AID 504326; in the data active = activation above about 18%;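 also: 0% = vehicle-treated cells and 100% = reference agonist; values of inactives mirror those of a sister screen read the other way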
# phage Ecoli inh = E. coli growth loss with phage present; growth absorbance; inhibition, % at 11.9 µM; 360,000 compounds, 0.26% hits; in the data active = inhibition above about 11%
# PfHsp90 set2 = inhibits growth of yeast expressing Plasmodium falciparum Hsp90; AID 504621; 310,000 compounds, 0.32% hits; inhibition, % at 9.4 µM; S. cerevisiae expressing PfHsp90, BacTiter-Glo ATP, 48 h; yeast lacking PDR1 and PDR3 efflux regulators;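 active = every replicate shows inhibition above about 80%, whatever the replicate mean, limit read from the data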;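 also: 0% = DMSO neutral controls and 100% = 20 µM radicicol positive controls; yeast relying on Plasmodium falciparum Hsp90 in place of its own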
# PKA-R2B activ = PKA-R2B complex activation | PKA-R2B holoenzyme dissociation, Cy5-IP20 fluorescence polarization; R2B truncated from residue 108, S112A mutant; 0% DMSO only, 100% 113 µM cGMP | activation, % at 11.4 µM | 340,000 compounds, 0.079% hits | AID 504700;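 active = activation above a cutoff set at the mean over all compounds plus 3 SD, cut at about 18% in these data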;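 also: higher means more holoenzyme dissociation and a rise in polarization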
# Target sequence (P31323 whole entry, looked up, other chains not shown, the tested form may be a part): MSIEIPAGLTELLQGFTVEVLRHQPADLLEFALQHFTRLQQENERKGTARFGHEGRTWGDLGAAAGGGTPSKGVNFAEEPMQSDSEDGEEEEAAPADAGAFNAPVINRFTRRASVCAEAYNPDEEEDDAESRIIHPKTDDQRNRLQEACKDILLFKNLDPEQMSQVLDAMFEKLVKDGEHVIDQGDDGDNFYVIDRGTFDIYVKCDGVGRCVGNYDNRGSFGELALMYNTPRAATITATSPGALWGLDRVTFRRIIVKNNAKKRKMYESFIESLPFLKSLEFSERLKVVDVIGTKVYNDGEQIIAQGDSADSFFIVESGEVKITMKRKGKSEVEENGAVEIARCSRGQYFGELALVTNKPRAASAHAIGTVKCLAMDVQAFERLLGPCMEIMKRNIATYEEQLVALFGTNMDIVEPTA
# HTR5A inv ctr = HTR5A inverse agonism, opioid heterodimer counter-screen | P47898 | HTR5A cell line, luminescence | inhibition, % at 9.3 µM | 340,000 compounds, 0.083% hits; in the data active = inhibition mostly above about 23%, no sharp cut-off; inactive = mostly below about 18%;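 also: 0% = cells with DMSO and 100% = no-cell wells with DMSO; some compounds called inactive have numbers as strong as hits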
# Target sequence (P47898 whole entry, looked up): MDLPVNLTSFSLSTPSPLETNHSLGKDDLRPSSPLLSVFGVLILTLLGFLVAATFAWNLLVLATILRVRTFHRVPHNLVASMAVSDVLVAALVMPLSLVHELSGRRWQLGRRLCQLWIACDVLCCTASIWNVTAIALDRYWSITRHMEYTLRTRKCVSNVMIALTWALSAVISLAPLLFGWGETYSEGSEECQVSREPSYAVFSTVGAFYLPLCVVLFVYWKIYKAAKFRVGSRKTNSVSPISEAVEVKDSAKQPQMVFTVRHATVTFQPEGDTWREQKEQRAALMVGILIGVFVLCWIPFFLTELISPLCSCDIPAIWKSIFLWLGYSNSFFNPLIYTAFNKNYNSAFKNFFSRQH
# OPRM1-OPRD1 inv = inverse agonist of human OPRM1-OPRD1 heterodimerization. P35372+P41143. cell-based MOR-DOR heterodimer luminescence, inverse agonism. inhibition, % at 9.3 µM. 340,000 compounds, 0.21% hits. AID 504357; in the data active = inhibition above about 22%, passing the limit was not always enough;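 also: 0% = cells with DMSO and 100% = wells without cells with DMSO; values of inactives mirror those of a sister screen read the other way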
# SUMO Mot1 rescue = inhibitors of SUMOylation pathway: yeast Mot1-301 growth rescue. S. cerevisiae Mot1-301 growth rescue, ATP luminescence, 38.5C; percent above DMSO median, 100 means doubled. growth rescue, % at 18.8 µM. 320,000 compounds, 1% hits;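 active = every valid replicate shows activation above 250% relative to neutral control wells; inactive = the rest, any valid replicate at or below 250%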;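 also: OY570 slx delta 5 strain wells were the positive control but not used for scaling; some compounds called inactive have numbers as strong as hits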
# Ecoli viability = counter-screen for AddAB inhibitors: E. coli growth inhibition. E. coli V3065 growth, OD600 absorbance, 18 h. AID 449728. 330,000 compounds, 0.27% hits. inhibition, % at 11.9 µM;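 active = inhibition above the campaign's mean inhibition across all tested compounds plus 3 SD, cut at about 9.9% in these data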;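 also: uninfected addAB+ strain grown without phage in ampicillin broth; 0% = DMSO wells and 100% = ciprofloxacin 0.95 µg/ml wells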
# AddAB inh = less growth of phage-infected E. coli with AddAB; E. coli expressing H. pylori AddAB, absorbance growth; inhibition, % at 11.9 µM; 330,000 compounds, 0.29% hits; AID 435030; in the data active = inhibition above about 12%;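 also: 0% = vehicle wells of infected cells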
# PKA-R1A activ = activates the PKA-R1A holoenzyme complex; P00514+P68181; PKA-R1A dissociation, Cy5-IP20 fluorescence polarization; scaled: DMSO 0%, 113 µM cGMP 100%; activation, % at 11.4 µM; 340,000 compounds, 0.083% hits; AID 504707;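 active = percent activation above the mean of all tested compounds plus 3 SD, cut at about 19% in these data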;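 also: higher means more PKAc released from R1A so a rise in polarization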
# Tat transport = E. coli Tat transport inhibition. E. coli MC4100 TorA-mCherry Tat export, fluorescence. inhibition, % at 10 µM. 340,000 compounds, 0.036% hits. AID 488895;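 active = mean replicate inhibition at least 50% and at least half of replicates individually reaching 50%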;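 also: exported cargo escapes ClpAP degradation while cytoplasmic cargo is degraded and loses fluorescence; 0% = median of neutral control wells and 100% = median of NaSCN control wells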
# Numbers without * were called inactive; . = not tested or not shown.
SMILES,OPRM1-OPRD1 ag,phage Ecoli inh,PfHsp90 set2,PKA-R2B activ,HTR5A inv ctr,OPRM1-OPRD1 inv,SUMO Mot1 rescue,Ecoli viability,AddAB inh,PKA-R1A activ,Tat transport
CCN(CC)C(=O)Oc1ccc(Br)cc1C(=O)Nc1ccc(F)c(Cl)c1,7.4,1.8,-26,-11,-18,-36,-14,-0.9,0.6,5,8
Oc1ccc(Cl)c2cccnc12,-1.4,0.8,108*,-11,4,7,.,.,.,-1,1
O=C(NCCc1ccc(Cl)cc1)c1ccc2nc(N3CCOCC3)sc2c1,-3.5,0.8,12,12,-19,18,-2,1.1,-0.4,-3,-4
O=C(NCc1ccc(F)cc1)N[C@@H](Cc1ccccc1)C(=O)O,-1.1,3.9,-35,2,24,6,-2,-0.1,0.1,2,0
COc1ccc(C)cc1N(CC(=O)NC(C)c1ccccc1)S(C)(=O)=O (stereo not given),-0.4,5.5,-6,-10,11,2,-1,0.8,-1.3,-6,3
Cc1ccc(N(CCCCN2C(=O)c3ccccc3C2=O)C(=O)c2cccs2)cc1,-0.5,0.0,5,6,13,3,-5,-0.7,1.6,0,23
CCSCCOC(=O)C1=C(C)NC(=O)NC1c1cccc(OC)c1OC (stereo not given),-0.3,2.2,15,-4,-4,2,-19,1.8,2.1,-1,7
COc1ccc(CCn2c(=N)c(C(=O)NC3CCCC3)cc3c(=O)n4cccc(C)c4nc32)cc1,-1.3,0.2,13,-5,-8,7,6,-0.9,-0.1,-2,5
C(=N\n1cnnc1)/c1nc2ccccc2[nH]1,-2.1,0.7,19,-21,18,11,0,0.4,1.4,-4,6
CCN(Cc1ccccc1)C(=O)C1CCN(CC2CC=CCC2)CC1 (stereo not given),-0.7,1.6,-25,-4,19,3,2,0.2,0.5,5,1
CCC(=O)N1CCc2cc(Br)c(S(=O)(=O)CCC(=O)NCCOC)cc21,-3.8,1.2,-12,-3,5,18,.,.,.,0,-4
CCOc1ccc(OCC)c(NC(=O)C2CCCN(S(=O)(=O)c3c(C)n[nH]c3C)C2)c1 (stereo not given),0.1,1.1,-9,8,7,-1,213,-2.3,2.8,0,23

# 3 compounds already listed, sorted by the value under OPRM1-OPRD1 ag, lowest first.
molecule | OPRM1-OPRD1 ag | phage Ecoli inh | PfHsp90 set2 | PKA-R2B activ | OPRM1-OPRD1 inv | SUMO Mot1 rescue | AddAB inh | PKA-R1A activ | Tat transport
C(=N\n1cnnc1)/c1nc2ccccc2[nH]1 | -2.1 | 0.7 | 19 | -21 | 11 | 0 | 1.4 | -4 | 6
Oc1ccc(Cl)c2cccnc12 | -1.4 | 0.8 | 108* | -11 | 7 | . | . | -1 | 1
CCOc1ccc(OCC)c(NC(=O)C2CCCN(S(=O)(=O)c3c(C)n[nH]c3C)C2)c1 (stereo not given) | 0.1 | 1.1 | -9 | 8 | -1 | 213 | 2.8 | 0 | 23

# New compounds follow:
SMILES,OPRM1-OPRD1 ag,phage Ecoli inh,PfHsp90 set2,PKA-R2B activ,HTR5A inv ctr,OPRM1-OPRD1 inv,SUMO Mot1 rescue,Ecoli viability,AddAB inh,PKA-R1A activ,Tat transport
CCCOC1CCCN(Cc2nc(-c3cnccn3)no2)C1 (stereo not given),-1.3,0.5,39,-3,1,7,8,-1.6,4.0,-6,-7
COc1ccc(NC(=O)CN2C(=O)COc3ccc(C)cc32)cc1,-1.3,3.0,1,1,11,6,-18,2.0,-0.4,-6,16
CCNC(=O)n1nccc1C(C)Oc1ccccc1 (stereo not given),-1.3,3.6,-4,0,-5,6,-5,-0.6,3.6,4,0
COC(C[C@@H]1O[C@@H]1[C@@H](O)[C@H](C)OCc1ccccc1)OC,0.4,2.5,22,-13,10,-2,.,.,.,0,-5
O=C(NCCc1c[nH]c2ccccc12)C(=O)Nc1ccccc1,0.1,0.5,-16,0,-28,-1,18,1.2,0.2,-4,-10
O=C1CC(C(=O)Nc2ccc(F)c(Cl)c2)N=C(N2CCCCC2)N1 (stereo not given),-2.9,1.0,-14,-8,-18,13,19,1.9,2.4,-7,4
COc1ccc(OC)c(C2C3=C(CCCC3=O)Nc3c2c(=O)n(C)c(=O)n3C)c1 (stereo not given),-0.8,2.3,-4,-8,-16,5,-7,-1.5,0.1,2,1
Cc1cc(C)nc(N2CCC(C(=O)NCc3cccc(C(F)(F)F)c3)CC2)n1,-0.8,0.9,-19,12,-6,5,.,-1.6,0.5,1,5
COC(=O)[C@H](CCSC)NC(=O)NCCc1ccccc1F,-2.1,1.9,-16,14,-1,11,-5,-0.7,0.3,-2,4
CCOC(=O)NC(=O)COC(=O)CNC(=O)c1ccc(OCC)c(OCC)c1,-1.1,2.7,.,-5,-18,5,-6,-1.3,-0.8,0,-3
COc1ccc(C2NC(=O)NC(C)=C2[N+](=O)[O-])cc1OC (stereo not given),-3.9,1.1,0,-17,-7,21,-14,1.3,-0.8,-9,7
CC(=O)N1Cc2cc(N)ccc2Oc2ccccc21,-1.0,2.0,-5,2,6,7,-4,-0.4,0.7,3,-6
CCNc1ccc(C(=O)OCC(=O)N2CCCC2)cc1[N+](=O)[O-],1.4,2.6,4,-18,-4,-9,-23,-1.3,0.0,0,4
Cc1ccc(/C=C/C(=O)OCC(=O)NCCN2C(=O)CSC2=O)cc1,-2.2,3.0,0,0,4,11,4,-0.4,1.9,-6,0
Cc1ccc(C(C)C)cc1S(=O)(=O)NC1CC(C)(C)NC(C)(C)C1,0.7,1.1,22,-12,-5,-4,431,3.8,3.5,-8,-6
COC(=O)c1cc(C(=O)NCCN2C(=O)S/C(=C\c3cccs3)C2=O)cc([N+](=O)[O-])c1,1.1,1.6,-8,2,-27,-6,-13,-0.7,3.6,-7,-9
CCOc1ccc(-c2nc(C)sc2CC(=O)O)cc1,-2.1,-0.2,-29,-4,24,11,-15,1.0,1.7,12,6
COc1ccc(C(=O)Nc2ccc(-c3n[nH]c(=S)o3)cc2)cc1OC,-1.1,-1.0,-28,-5,1,6,17,-1.3,0.9,-8,-4
O=C(N1CCCCC1)N1CCN(S(=O)(=O)c2ccccc2)CC1,-0.7,2.7,5,0,10,4,5,0.3,1.9,-1,-2
COc1ccc(OC)c(N(CC(=O)NCCSC2CCCCC2)S(=O)(=O)c2ccccc2)c1,-0.7,-0.5,-1,-12,0,4,14,-0.9,1.1,2,2
Cc1ccc(S(=O)(=O)NCCCNS(=O)(=O)c2ccc(C)cc2)cc1,2.7,3.8,5,0,-2,-11,-18,-3.1,1.4,1,10
Cc1nc2sccn2c(=O)c1S(=O)(=O)N1CCN(c2cccc(Cl)c2)CC1,-0.5,0.4,-13,-1,1,3,-5,-1.5,-1.4,-2,2
CN(C(=O)COc1ccccc1C(=O)NCc1ccccc1)C1CCS(=O)(=O)C1 (stereo not given),4.0,4.9,.,7,-28,-26,.,.,.,-4,8
O=C(CSCC(=O)N1CCOCC1)Nc1nc(-c2ccccc2)cs1,-2.1,3.6,8,-9,-4,11,156,-0.3,-1.4,-11,-2

# Compound profiles (already shown). Values in the order: OPRM1-OPRD1 ag	phage Ecoli inh	PfHsp90 set2	PKA-R2B activ	HTR5A inv ctr	OPRM1-OPRD1 inv	SUMO Mot1 rescue	Ecoli viability	AddAB inh	PKA-R1A activ	Tat transport
# Cc1ccc(/C=C/C(=O)OCC(=O)NCCN2C(=O)CSC2=O)cc1 is listed with -2.2	3.0	0	0	4	11	4	-0.4	1.9	-6	0
# Cc1nc2sccn2c(=O)c1S(=O)(=O)N1CCN(c2cccc(Cl)c2)CC1 is listed with -0.5	0.4	-13	-1	1	3	-5	-1.5	-1.4	-2	2
# COc1ccc(C(=O)Nc2ccc(-c3n[nH]c(=S)o3)cc2)cc1OC is listed with -1.1	-1.0	-28	-5	1	6	17	-1.3	0.9	-8	-4
# CCOc1ccc(-c2nc(C)sc2CC(=O)O)cc1 is listed with -2.1	-0.2	-29	-4	24	11	-15	1.0	1.7	12	6
# Cc1ccc(C(C)C)cc1S(=O)(=O)NC1CC(C)(C)NC(C)(C)C1 is listed with 0.7	1.1	22	-12	-5	-4	431	3.8	3.5	-8	-6

# (cont.)
SMILES,OPRM1-OPRD1 ag,phage Ecoli inh,PfHsp90 set2,PKA-R2B activ,HTR5A inv ctr,OPRM1-OPRD1 inv,SUMO Mot1 rescue,Ecoli viability,AddAB inh,PKA-R1A activ,Tat transport
CC(C)(C)NC(=O)CN(Cc1cccs1)C(=O)CCN1CCc2ccccc21,0.1,3.3,-14,6,7,-1,-3,2.2,3.0,2,-4
COc1cc(/C=C2/C(=N)N3N=C(CC(=O)N4CCOCC4)SC3=NC2=O)ccc1OC(C)c1ccccc1 (stereo not given),-1.4,-0.7,-11,-6,-3,7,-2,-1.6,4.1,-6,-5
CCOC(=O)N1CN(C(=O)OCC)CN(C(=O)OCC)C1,-1.4,3.5,-3,-4,14,6,-8,0.1,2.5,-9,-1
O=C1NC2(Nc3ccccc31)C(=O)Nc1ccc(Br)cc12 (stereo not given),-0.2,2.6,8,-3,-14,1,160,1.1,4.3,5,-3
COc1ccc(C(=O)N/N=C(\C)CC(=O)N2CCN(C=O)CC2)cc1,-1.7,0.1,-14,-12,-15,9,-16,0.7,2.9,2,6
CCc1nc2ccccc2c(C(=O)OCc2nnc(-c3ccccc3)o2)c1C,0.6,3.4,0,8,-20,-3,17,-0.1,3.1,-4,8
COc1cc(-c2noc(C)c2-c2ccc(N(C)C)nc2)cc(OC)c1OC,-2.0,-1.0,-9,-9,-28,12,-7,-0.5,0.5,16,3
O=c1c2c(ncn1Cc1ccccc1)nc1n2CCC1,-0.2,4.4,14,-14,-26,1,490*,1.3,-0.3,-4,4
COc1ccc(OC)c(C2=NOC(C(=O)Nc3cc(C)on3)C2)c1 (stereo not given),-2.2,1.1,-8,10,19,12,3,-0.9,1.7,-12,-9
CC(C)NC(=O)COc1coc(CN2CCN(Cc3ccccc3)CC2)cc1=O,-2.7,1.8,8,-6,12,14,272,0.7,2.9,0,0
Cc1ccccc1CCNC(=O)C1CCC(=O)N(C2CCCCCC2)C1 (stereo not given),-1.3,-2.0,-4,-4,3,7,116,1.7,0.8,-5,7
CC(C)OC(=O)c1ccc(S(N)(=O)=O)o1,-3.9,-1.3,3,-6,-3,17,-13,-0.5,1.8,0,6
